Source: PubChem (National Center for Advancing Translational Sciences (NCATS))
Eya2 inh: qHTS Assay for Inhibitors of the Phosphatase Activity of Eya2. Protein phosphatase EYA2 (Homo sapiens), O00167. recombinant Eya2, OMFP fluorescence dephosphorylation (OMFP is methylfluorescein phosphate). Potency, µM (doses to about 76.9 µM), without a hit: at the highest dose activity, negative = inhibition, hits mostly inhibitors. 330,000 compounds, 0.006% hits. AID 488837, 2010; note: potency is the fitted concentration of half-maximal effect; % is set by controls: 0 for no effect and ±100 for the full control effect
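Eya2 (0.2 uM) preincubated 10 min at ambient with compound, then OMFP substrate added at 50 uM; 10 min reaction in 50 mM HEPES pH 7.5, 50 mM NaCl, 5 uM MgCl2, 0.05% BSA, 1 mM DTT. Fluorescence read at Ex 485/Em 525 nm.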
PTAP TSG101 blk: qHTS Assay for Iinhibitors of HIV-1 Budding by Blocking the Interaction of PTAP/TSG101; Fluorescence polarization, FITC-PTAP peptide / Tsg101 binding; Potency, µM (doses to about 115 µM), for the others: at the top dose activity change, negative = inhibition, actives largely listed as inhibitors; 340,000 tested, under 10 active; active = well fitted inhibition curve with a large enough effect in the main read-out, with a control signal flat, not every such curve was filed as active; inconclusive = small, poorly fitted or top-dose-only effect, or effect the other way, or a change in a side signal; inactive = no such curve, though single readings can be large or run the other way; note: potency is the fitted concentration of half-maximal effect; % of control where 0% means no effect
Target sequence (Q99816 whole entry, looked up): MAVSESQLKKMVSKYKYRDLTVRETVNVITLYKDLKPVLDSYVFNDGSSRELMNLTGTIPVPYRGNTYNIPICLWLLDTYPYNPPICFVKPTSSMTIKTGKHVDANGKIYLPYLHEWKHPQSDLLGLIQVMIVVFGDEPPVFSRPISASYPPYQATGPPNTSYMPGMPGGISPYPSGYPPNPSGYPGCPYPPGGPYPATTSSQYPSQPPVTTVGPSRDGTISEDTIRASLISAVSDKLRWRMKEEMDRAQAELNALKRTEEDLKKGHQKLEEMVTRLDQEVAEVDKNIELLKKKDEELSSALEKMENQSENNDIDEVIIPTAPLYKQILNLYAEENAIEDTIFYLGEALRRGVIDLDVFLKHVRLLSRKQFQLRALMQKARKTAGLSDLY
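FP read-out: FITC-PTAP peptide, 50 nM final, binding Tsg101 binding domain, 10 uM final; 20 min, r.t.; 10 mM HEPES pH 7.5, 0.15 M NaCl, 0.01% Tween 20, 3 mM EDTA, 0.1 mM TCEP.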
Integrin act MD: qHTS for Activators of Integrin-Mediated Alleviation for Muscular Dystrophy; Potency, µM (titrated, usually from 38.3 µM), for inactives: at the highest dose activation, hits mostly activators; alpha7betagal myoblasts, beta-gal FDG fluorescence, 48 h; 350,000 compounds, 0.064% hits;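 note: potency is the fitted concentration of half-maximal effect; 100% = response of the positive control SU9516; nearly all actives have a fitted effect of over 60% in size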
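alpha7betagal+/- myoblasts (passage 13, 250/well) treated 48 h at 37C with compounds at 1:260 dilution of DMSO stock. Lysed, then beta-galactosidase activity read as FDG fluorescence (ex 480/em 540) after 30 min, with pre-read for autofluorescence.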
S-ASM inh: Inhibitors of Secretory Acid Sphingomyelinase (S-ASM): qHTS. 340,000 compounds, 0.006% hits. Potency, µM (titrated, usually from 57.5 µM), for inactives: top-dose activity change, negative = inhibition, most hits filed as inhibitors. Sphingomyelin phosphodiesterase (Homo sapiens), P17405. placental ASM, HMU-PC fluorogenic substrate, 60 min; note: potency is the fitted concentration of half-maximal effect
Target sequence (P17405 47-631 limits assumed): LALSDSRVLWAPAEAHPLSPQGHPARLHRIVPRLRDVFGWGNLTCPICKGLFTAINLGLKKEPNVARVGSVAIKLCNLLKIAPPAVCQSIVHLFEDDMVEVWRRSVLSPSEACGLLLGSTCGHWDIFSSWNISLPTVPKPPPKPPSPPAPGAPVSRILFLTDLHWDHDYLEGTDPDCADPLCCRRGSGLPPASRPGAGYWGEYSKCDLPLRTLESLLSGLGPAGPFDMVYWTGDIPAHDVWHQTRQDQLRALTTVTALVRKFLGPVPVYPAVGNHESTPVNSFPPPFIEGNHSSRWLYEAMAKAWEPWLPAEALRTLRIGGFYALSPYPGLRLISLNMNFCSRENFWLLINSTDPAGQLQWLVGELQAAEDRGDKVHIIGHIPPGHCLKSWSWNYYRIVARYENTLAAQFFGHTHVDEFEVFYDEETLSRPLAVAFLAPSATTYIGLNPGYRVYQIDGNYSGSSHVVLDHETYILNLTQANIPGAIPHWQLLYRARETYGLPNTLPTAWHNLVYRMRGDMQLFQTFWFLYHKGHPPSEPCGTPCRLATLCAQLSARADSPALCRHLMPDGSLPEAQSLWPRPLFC
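Human placenta-derived ASM enzyme was preincubated with compound for 10 minutes at room temperature, then given fluorogenic substrate HMU-PC0 (9 uM final) for 60 minutes at 37 °C; a pH 10 stop preceded fluorescence reading at Ex 386/Em 447 nm.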
USP2a block: qHTS Assay for Inhibitors of Ubiquitin-specific Protease USP2a Using CHOP2 as the Reporter | Ubiquitin carboxyl-terminal hydrolase 2 (Homo sapiens), O75604 | USP2 core, Ub-CHOP2 coupled fluorogenic reporter, 485/531 | Potency, µM (series often up to 38.3 µM), for the others: at the top dose activity change, negative = inhibition, most hits filed as inhibitors | 330,000 compounds, 0.01% hits;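 note: potency is the fitted concentration of half-maximal effect; plate controls were DMSO wells for no effect and full inhibition by NEM control for full effect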
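Cell-free coupled assay: 10nM USP2 core preincubated 30min RT with compound in Tris-HCl pH 8.0/CaCl2/CHAPS buffer, then 25nM Ub-CHOP2 and 25nM reporter substrate; fluorescence (Ex 485/Em 531) read after 60min RT, normalized to NEM inhibition, concentration-response curves fitted.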
B2AR arrestin: qHTS assay of beta-arrestin-biased ligands of beta2-adrenergic receptor; Beta-2 adrenergic receptor (Homo sapiens), P07550; beta-arrestin recruitment to beta2AR, cell-based reporter; Potency, µM (top dose mostly 46.1 µM), without a hit: at the top dose activation, actives largely listed as activators; 330,000 compounds, 0.02% hits; AID 492947, 2010;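 note: potency is the fitted concentration of half-maximal effect; 0% = DMSO controls and full agonism = EC100 isoproterenol or metaproterenol; nearly all actives have a fitted effect of over 65% in size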
p53 reactivation: qHTS assay for re-activators of p53 using a Luc reporter. AID 504706, 2011. H1299 p53-A138V BP100-luciferase reporter, luminescence, 24 h. Potency, µM (titrated, usually from 92.2 µM), inactives show top-dose activity change, positive = activation, hits mostly activators. 320,000 compounds, 0.063% hits; note: potency is the fitted concentration of half-maximal effect; % of control where 0% means no effect; nearly all actives have a fitted effect of over 45% in size
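p53-null H1299 cells stably carrying temperature-sensitive p53-A138V and a BP100-luciferase reporter were pinned with compounds (4-point, 1:5 series) and held 24 hrs at 37 deg C. Luminescence was read 10 min after detection reagent.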
BRCA1 expr act: qHTS Assay to Identify Small Molecule Activators of BRCA1 Expression; MCF7-BRCA1-FFLuc reporter, luminescence, 48 h; response scale: scaled: vehicle 0%, 10 µM genistein 100%; Potency, µM (titrated, usually from 46.1 µM), for the others: top-dose activation, most hits filed as activators; 380,000 compounds, 1.1% hits; note: potency is the fitted concentration of half-maximal effect; nearly all actives have a fitted effect of over 80% in size; some results filed as inactive show a strong effect at the top dose
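Quantitative HTS in MCF7 cells stably reporting BRCA1 expression via firefly luciferase. Compound treatment lasts 48 h at 37 °C in phenol-red free MEM. Activation is expressed relative to genistein at 10 microM and DMSO.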
TRPV1 agonist: HTS Assay for Compounds that Act as Agonists of the Vanilloid Receptor 1; TRPV1-expressing cells, Fluo-8 calcium influx, agonist mode; 320,000 compounds, 0.19% hits; AID 540275, 2011; Transient receptor potential cation channel subfamily V member 1 (Homo sapiens), Q8NER1; activation, % at 8.33 µM; in the data active = activation above about 80%; inconclusive = between about 30% and that limit; note: 0% is about no effect
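TRPV1-expressing cells were cultured overnight at 35.5C and loaded with Fluo-8 calcium dye for 40 to 90 min at room temperature. After a 10 s baseline, compound was added and calcium influx was read kinetically for 3 min (ex 480/em 520 nm).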
ELG1 genotox: qHTS screen for small molecules that induce genotoxicity in human embryonic kidney (HEK293T) cells expressing luciferase-tagged ELG1. HEK293T ELG1-luciferase reporter, luminescence, 16 h. Potency, µM (titrated, usually from 46 µM), for the others: at the top dose activity change, positive = activation, most hits filed as activators. 330,000 compounds, 1.3% hits; note: potency is the fitted concentration of half-maximal effect; % of control where 0% means no effect; nearly all actives have a fitted effect of over 60% in size
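ELG1-luciferase HEK293T cells, 2,000/well; compound pinned in; 16 hr, 37 °C, 5% CO2; ONE-Glo, 30 min RT; luminescence on CCD imager.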
uPA generation: qHTS for Inhibitors of Cell Surface uPA Generation. AID 540303, 2011. Potency, µM (titrated, usually from 38.3 µM), for inactives: at the highest dose activity change, negative = inhibition, hits mostly inhibitors. 330,000 compounds, 0.31% hits. cell surface uPA generation assay, qHTS; active = well fitted inhibition curve with a large enough effect; inconclusive = small, poorly fitted or top-dose-only effect; inactive = no such curve, though single readings can be large or run the other way; tested in mouse RAW 264.7 cells; note: potency is the fitted concentration of half-maximal effect; % is set by controls: 0 for no effect and ±100 for the full control effect; nearly all actives have a fitted effect of over 55% in size
* hit, by the source's call; ? = inconclusive; . = not tested or not shown; [ ] = dose if it differs, or a comment. Unless noted, calls come from the whole dose curve; as a rule, active = well fitted curve in the direction sought with a large enough effect; inconclusive = small, poorly fitted or top-dose-only effect, or another doubt; inactive = no such curve, though single readings can be large; an effect the other way counts as inactive or inconclusive.

Every second line gives: Eya2 inh, PTAP TSG101 blk, Integrin act MD, S-ASM inh, USP2a block, B2AR arrestin, p53 reactivation, BRCA1 expr act, TRPV1 agonist, ELG1 genotox, uPA generation
- C/C=C(\C)C(=O)N[C@@H](C)CN1C2=NC[C@H](C(C)C)N2C[C@H]1Cc1ccc(OC)cc1
 : 3.1%, 4.1%, -0.9%, 4.8%, 0.0%, -0.2%, -1.4%, 6.8%, 14.0, 2.5%, 0.0%
- COc1ccc(N(C)S(=O)(=O)c2cccc(C(=O)OCC(=O)c3c(N)n(C)c(=O)n(C)c3=O)c2)cc1
 : 0.0%, 1.6%, -4.1%, -11.2%, 2.6%, -0.6%, -9.0%, -24.0%, ., -10.4%, ?
- CCOc1ccc(S(=O)(=O)NCCC(=O)NCc2ccco2)cc1
 : ., -4.2%, -9.2%, 2.3%, ., ., ., -1.3%, -2.8, ., -4.0%
- O=[N+]([O-])c1ccc2c(c1)oc1ccccc12
 : 17.8%, 1.5%, 15.7%, -2.5%, 1.6%, -0.7%, 10.3%, 0.0%, -0.2, 1.8%, 2.9%
- O=C(CCOc1ccccc1)Nc1ccnn1C1CCN(Cc2ccc(O)cc2)CC1
 : 1.0%, 0.4%, ?, 1.6%, 0.0%, 0.3%, 0.4%, -8.5%, 3.6, 1.9%, -1.2%
- COc1ccc(CNC(=O)c2cc(C3CC3)on2)cc1
 : 5.5%, 1.0%, 19.3%, 1.5%, -0.5%, -1.1%, ?, 61.3%, ., 18.4%, -1.7%
- COCCn1c(SCC(=O)Nc2ccccc2)nc2c1c(=O)[nH]c(=O)n2C
 : 4.4%, 1.3%, 16.9%, 1.4%, 0.4%, 0.3%, -0.9%, 5.3%, -0.9, 0.2%, 5.1%
- COc1ccc(C2NC(c3ccc(OC)cc3)C(c3ccccc3)C(=O)C2c2ccccc2)cc1 (stereo not drawn)
 : 1.1%, 2.4%, -5.0%, -2.1%, -6.0%, 0.1%, -8.5%, -10.7%, 0.8, -3.8%, 0.0%
- Nc1ccccc1S(=O)(=O)NC1=NCCCCC1
 : -3.6%, -0.1%, 0.6%, 1.8%, ?, 0.9%, 4.5%, -12.0%, 2.9, -1.1%, 0.4%
- COC(=O)CCN1CCC2CC1c1cc(-c3cccc(C)c3)ccc12 (stereo not drawn)
 : ., -8.1%, 6.9%, 2.9%, ., ., ., 12.1%, ., ., -0.3%
- COc1ccc(CN2CCNC(=O)C2CC(=O)NC2CCOCC2)c(F)c1 (stereo not drawn)
 : 6.8%, ., 10.5%, 12.5%, -1.1%, -0.1%, 5.1%, -19.5%, -1.8, -0.2%, 12.2%
- O=C(O)c1ccc(NC2=C(N3CCOCC3)C(=O)c3ccccc3C2=O)cc1
 : -4.5%, 0.6%, 16.8%, -4.1%, 4.2%, -0.4%, 2.6%, -3.9%, -0.4, 0.0%, 0.2%
- O=C(CNC(=O)Cc1ccccc1)NCC(=O)N1CCN(C(c2ccccc2)c2ccccc2)CC1
 : -11.5%, -0.1%, ?, -1.1%, 0.7%, -0.9%, ., -27.2%, 3.3, 1.0%, -16.8%
- COc1ccccc1OCC(=O)Nc1cc(S(=O)(=O)N2CCOCC2)ccc1N1CCCCC1
 : -2.0%, 0.5%, 5.4%, -3.5%, -1.9%, -0.3%, 1.8%, -32.2%, ., -6.9%, -13.5%
- CSCCC(NC(N)=O)C(=O)NCc1ccccc1Cl (stereo not drawn)
 : 8.2%, -5.0%, 1.0%, -0.2%, 3.6%, -0.2%, 1.6%, -10.8%, -3.2, -5.8%, -5.1%
- CNC(=O)c1cc(S(=O)(=O)Nc2ccc3c(c2)OCO3)ccc1C
 : -5.9%, ., 19.9%, 0.6%, -0.3%, -0.1%, 4.2%, -28.1%, -7.3, 1.6%, 7.4%
- Cc1ccc(S(=O)(=O)NCCn2nc(C)nc2C)cc1
 : 3.2%, 1.9%, 10.3%, 2.1%, 2.1%, -0.5%, 0.3%, -1.0%, -0.9, -2.1%, 1.5%
- O=C(/C=C/c1ccc(Cl)cc1Cl)NCCSCc1ccccc1
 : -2.3%, -6.2%, 21.0%, -1.1%, -4.0%, 0.0%, 6.8%, -26.9%, 4.3, -2.9%, 7.2%
- O=C1CCC/C=C\C[C@@H](CC(=O)N(CCO)Cc2ccccc2)C(=O)N2CCC[C@H]2CO1
 : 11.9%, -2.0%, -9.2%, 2.5%, -0.8%, -0.1%, -1.0%, 0.6%, ., 3.0%, 6.7%
- COc1ccc(CN(CC(=O)NCC2CCCO2)C(=O)CNS(=O)(=O)c2ccccc2)cc1 (stereo not drawn)
 : 1.6%, -0.1%, 16.4%, -0.9%, 2.7%, 0.2%, 3.0%, -2.1%, -1.9, -1.8%, 1.7%
- O=C(COC(=O)c1ccc2c(c1)S(=O)(=O)N=C1CCCCCN12)NCc1cccs1
 : -25.7%, -0.9%, 6.5%, 1.6%, 6.8%, -0.3%, -1.0%, -2.8%, ., 2.3%, -9.5%
- COc1ccc(C)cc1NC(=S)NNC(=O)c1ccccc1Cl
 : -10.7%, -1.2%, 9.6%, -0.5%, 5.1%, -0.2%, 7.4%, 4.6%, -2.7, 1.0%, .
- Cc1cnc(CNC(=O)CC2C(=O)NCCN2Cc2ccccc2F)cn1 (stereo not drawn)
 : -15.7%, -7.0%, 23.1%, 6.5%, 0.6%, -0.3%, 9.2%, 3.8%, 17.0, -25.0%, 13.0%
- COc1cccc(CN2CCC(C(=O)Nc3ccc(-c4cccc(C)c4)cc3)CC2)c1O
 : 0.9%, -1.0%, -28.3%, -14.2%, -2.2%, -0.1%, ., -75.0%, 3.1, -7.4%, ?
- COc1cc2cc(C)c(SCC(=O)N3CCN(C(=O)c4ccco4)CC3)nc2cc1OC
 : -7.8%, -2.8%, 2.2%, -2.4%, 9.0%, 0.1%, -4.8%, -19.2%, 2.3, -1.6%, 1.9%
- CCOC(=O)CNC(=O)CSc1nc2cccnc2n1C
 : 2.0%, -2.5%, -1.1%, 1.0%, 0.7%, -1.0%, 3.5%, 2.9%, -0.3, -0.9%, 0.8%
- CCCc1nc2ccc(NC(=O)c3cccs3)cc2c(=O)n1Cc1ccccc1Cl
 : -17.1%, -3.2%, -7.3%, -20.9%, 4.0%, 0.5%, -0.8%, -37.5%, -0.1, -1.0%, 0.6%
- Nc1cnc(Nc2ccc(Br)cc2)nc1N
 : -10.9%, -6.1%, -10.8%, -0.1%, 5.0%, -0.3%, 4.8%, ?, -2.7, ?, -7.2%
- CC1(C(=O)NNC(=O)c2ccc(=O)oc2)CC1Br (stereo not drawn)
 : 11.8%, -1.3%, -4.3%, 143.0%[activator], 7.5%, 0.2%, 5.5%, -14.3%, 27.2, 2.8%, 0.0%
- Cc1cc(NC(=O)c2ccccc2C)no1
 : 3.3%, 0.5%, 1.3%, 2.5%, 0.4%, -0.8%, ?, 77.2%, -4.6, ?, -3.1%
- COc1ccc(/C=N/NC(=S)NCC2CCCO2)cc1 (stereo not drawn)
 : 0.5%, -4.1%, -14.5%, -3.4%, 0.7%, 0.3%, -2.7%, -10.1%, 2.2, 4.1%, -2.7%
- COc1ccc(NC(=O)Cn2ncn3c(cc4ccccc43)c2=O)c(OC)c1OC
 : -6.9%, -1.0%, -15.4%, -6.7%, 6.4%, -1.0%, -0.9%, 2.9%, -0.7, 8.4%, 2.8%
- Cc1ccc(C(=O)/C=C/Nc2ccccc2C(N)=O)cc1
 : -5.3%, -7.2%, 27.3%, 65.4%[activator], 2.7%, -0.3%, 10.5%, -26.8%, -0.9, 6.51µM*, -5.2%
- CN(C)CCOc1ccc(-c2c(-c3ccccc3)sc3ccccc23)cc1
 : -35.5%, -0.6%, -43.1%[inhibitor], -27.5%, 0.6%, 0.3%, -4.8%, -17.0%, ., -11.0%, ?
- O=C(Oc1cccc(-n2cnnn2)c1)c1ccco1
 : -5.4%, 0.3%, 9.4%, -0.8%, 0.4%, -0.1%, -2.3%, 16.0%, -1.7, -1.5%, -1.6%
